# CCT chaperon mod – modulators of cytosolic chaperonin (CCT/TRiC) activity; 360,000 compounds, 0.3% hits; purified chaperonin ATPase assay, HTRF ADP detection, 30 min; activity change, % (concentration not given with the values), hits read low; in the data active = activity change below about -30%; note: % is set by controls: 0 for no effect and ±100 for the full control effect
#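 TRiC at 40 or 20 nM final (batch-dependent) in 30 mM Tris pH 7.4, 100 mM KCl, 5 mM MgCl2, 1 mM DTT, with compound at single 76 uM and 10 uM ATP, 30 min at 37 deg C. ADP detected by HTRF Transcreener, 665/615 ratio.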
# HepG2 viability – kills HepG2 cells in TGF-b inhibitor counter-screen; HepG2 CAGA-GFP viability, ATP luminescence, 18 h; Potency, µM (series often up to 46.1 µM), for inactives: top-dose activity change, negative = cytotoxicity, usual class: cytotoxic; 410,000 compounds, 0.76% hits; AID 588856; note: potency is the fitted concentration of half-maximal effect; some results filed as inactive show a strong effect at the top dose
#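 CellTiter-Glo luminescence gave cytotoxicity after 18 hours at 37 degrees C. The cells were HepG2 CAGA-GFP in 1% FBS DMEM, stimulated with 500 pg/mL TGF-beta after compound addition. %Activity was normalised to no-cell wells (complete cell-killing) and DMSO (no toxicity), and curves were fitted and classified.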
# Abeta yeast res – A-beta toxicity reversal in yeast. AID 1347071. 410,000 compounds, 0.063% hits. yeast expressing A-beta42, growth rescue, OD600, 48 h; response scale: 0% DMSO, 100% iron-clioquinol control. Potency, µM (top dose mostly 46.1 µM), inactives show at the highest dose growth rescue, hits mostly activators; note: potency is the fitted concentration of half-maximal effect; nearly all actives have a fitted effect of over 55% in size
#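 Growth rescue measured by 600 nm absorbance after 48 h yeast culture at 30 C with compound. Values normalized between DMSO and an equimolar ferric chloride plus clioquinol control.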
# Nrf2 block – inhibitors of Nrf2 signaling. A549 ARE-Fluc reporter, luciferase luminescence, 18-24 h. 360,000 compounds, 2.1% hits. Potency, µM (series often up to 46 µM), inactives show at the highest dose activity change, negative = inhibition, most hits filed as inhibitors. AID 504444; note: potency is the fitted concentration of half-maximal effect; % is set by controls: 0 for no effect and ±100 for the full control effect; nearly all actives have a fitted effect of over 60% in size
#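 A549 ARE_Fluc cells (5000/well, 5% FBS OPTI-MEM) pre-incubated 2 h, then treated with compounds 18-24 h at 37C/5% CO2 in concentration-response. CellTiter-Fluor viability read first; BugLite luciferase luminescence after 15 min at room temperature gives Nrf2 activity.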
# Nrf2 activator – activates Nrf2 signaling; AREc32 ARE-luciferase reporter (MCF7-derived line), luminescence, 24 h; Potency, µM (highest dose often 46.1 µM), for inactives: at the highest dose activation, usual class: activators; 410,000 compounds, 0.31% hits; AID 624171; note: potency is the fitted concentration of half-maximal effect; % of control where 0% means no effect; nearly all actives have a fitted effect of over 65% in size
#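 ARE-driven firefly luciferase activity in AREc32 cells measured after a 24 hr compound exposure at 37 deg C, using Steady-Glo reagent and a 30 min room-temperature hold.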
# MmCpn inh – blocks the Methanococcus maripaludis chaperonin Mm-Cpn. 330,000 compounds, 0.031% hits. Potency, µM (top dose mostly 76.9 µM), inactives show top-dose activity, negative = inhibition, hits mostly inhibitors. AID 504842. purified Mm-Cpn ATPase, ADP Transcreener TR-FRET; note: potency is the fitted concentration of half-maximal effect; % is set by controls: 0 for no effect and ±100 for the full control effect; nearly all actives have a fitted effect of over 80% in size
#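 Quantitative HTS used 25 nM Mm-CPN and 10 uM ATP in magnesium/KCl Tris buffer, pH 7.4, with 1 mM DTT. Hydrolysis ran 30 min at 37°C; ADP was read by HTRF.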
# Akt phos inh – blocks phosphorylation of Akt; 360,000 compounds, 0.32% hits; Neuro2A IGF-stimulated pAkt S473 HTRF, 20 min; active compounds read low; activity change, % for hits at 50 µM; in the data active = activity change below about -80%; inconclusive = mostly about -51% to -80%; note: % is set by controls: 0 for no effect and ±100 for the full control effect
#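 Neuro2A cells (4,500/well, DMEM with 0.5% FBS) were treated with compound at a single 50 µM final concentration, stimulated with 6 nM IGF for 20 min at 37 °C, and lysed. Phospho-Akt Ser473 was read by HTRF as 665/615 ratio ×10^4.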
# A549 tox – A549 cytotoxicity, counter-screen for Nrf2 inhibitors; A549 ARE-Fluc cells, CellTiter-Fluor viability, 18-24 h; Potency, µM (series often up to 46 µM), for inactives: at the highest dose activity change, negative = cytotoxicity, hits mostly inhibitors; 390,000 compounds, 0.16% hits; AID 504648; note: potency is the fitted concentration of half-maximal effect; % is set by controls: 0 for no effect and ±100 for the full control effect
#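 A549 ARE_Fluc cells in 5% FBS OPTI-MEM were exposed to compounds in concentration-response for 18-24 h at 37 deg C. Viability was read by CellTiter-Fluor fluorescence (Ex 405/Em 525) after 30 min, before the luciferase read.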
# TGFb inhibitor – blocks TGF-b signaling; HepG2 CAGA-GFP TGF-b/SMAD3 reporter, GFP fluorescence, 18 h; TGF-beta stimulated, 500 pg/mL final; Potency, µM (series often up to 46.1 µM), without a hit: at the top dose activity, negative = inhibition, usual class: inhibitors; 410,000 compounds, 1.2% hits; note: potency is the fitted concentration of half-maximal effect; % is set by controls: 0 for no effect and ±100 for the full control effect; nearly all actives have a fitted effect of over 65% in size
#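 Smad-responsive CAGA-GFP expression was quantified in HEPG2 cells exposed to compounds and 500 pg/mL final TGF-beta for 18 h at 37 degrees C; unstimulated wells defined full inhibition.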
# The depositor's hits bear a star; i = inactive; u = inconclusive; x = not tested or not shown; [ ] = remark or other dose. Unless noted, calls come from the whole dose curve; as a rule, active = well fitted curve in the direction sought with a large enough effect; inconclusive = small, poorly fitted or top-dose-only effect, or another doubt; inactive = no such curve, though single readings can be large; an effect the other way counts as inactive or inconclusive.
# The opening four compounds (preview)
# Each structure is followed by: CCT chaperon mod | HepG2 viability | Abeta yeast res | Nrf2 block | Nrf2 activator | MmCpn inh | Akt phos inh | A549 tox | TGFb inhibitor
O=C(Nc1cc(C(F)(F)F)ccc1N1CCOCC1)C1CCCO1 (stereo unspecified)
    -4.6 | -30% | 4% | -8% | -0.8% | -1% | i | 12% | u
O=C(CN1C(=O)C2C3C=CC(C3)C2C1=O)N1CCc2ccccc2C1 (stereo unspecified)
    -1.4 | -3% | 7% | 18% | 0.2% | 4% | i | -7% | 0%
Cc1cc(C(=O)NNc2ccc(C(C)C)cc2)n(C(C)(C)C)n1
    2.3 | -9% | u | 5% | 0.0% | 2% | i | 6% | u
Cc1occc1-c1nnc(SCC(=O)NC2CC2)n1C
    3.1 | -2% | 10% | -21% | -0.8% | -3% | i | -9% | 5%

# The listing (from the top)
# Each structure is followed by: CCT chaperon mod | HepG2 viability | Abeta yeast res | Nrf2 block | Nrf2 activator | MmCpn inh | Akt phos inh | A549 tox | TGFb inhibitor
O=C(Nc1cc(C(F)(F)F)ccc1N1CCOCC1)C1CCCO1 (stereo unspecified)
    -4.6 | -30% | 4% | -8% | -0.8% | -1% | i | 12% | u
O=C(CN1C(=O)C2C3C=CC(C3)C2C1=O)N1CCc2ccccc2C1 (stereo unspecified)
    -1.4 | -3% | 7% | 18% | 0.2% | 4% | i | -7% | 0%
Cc1cc(C(=O)NNc2ccc(C(C)C)cc2)n(C(C)(C)C)n1
    2.3 | -9% | u | 5% | 0.0% | 2% | i | 6% | u
Cc1occc1-c1nnc(SCC(=O)NC2CC2)n1C
    3.1 | -2% | 10% | -21% | -0.8% | -3% | i | -9% | 5%
CC1CCCC(NC(=O)COC(=O)c2n[nH]c3ccccc23)C1C (stereo unspecified)
    1.3 | -23% | -14% | -27% | 1.8% | -2% | i | -4% | -3%
Cc1ccc(C(=O)Nc2ccc(N3CCN(C(=O)c4ccco4)CC3)cc2)c(Cl)c1
    0.8 | -6% | 17% | u | 0.2% | -1% | i | -1% | u
CC(=O)Nc1ccc(NC(=O)CSc2nncn2C)cc1
    2.6 | -11% | -23% | -3% | -0.7%[9.22 µM] | 1% | i | 1% | -17%
CCn1cc(C(=O)NCc2ccc(F)cc2)c(=O)c2cc(S(=O)(=O)N(C)C)ccc21
    x | -12% | -15% | -6% | -0.7% | x | x | 1% | -12%
O=C(COc1ccc(Cl)cc1Cl)OCn1nnc2ccccc2c1=O
    1.5 | 4% | 2% | 22% | -0.8% | 1% | i | 6% | u
O=C1CSC(c2ccccc2)N1CC(O)c1ccc([N+](=O)[O-])cc1 (stereo unspecified)
    1.5 | 0% | -1% | u | -0.7% | 2% | i | -5% | -8%
O=[N+]([O-])c1cc(C(F)(F)F)ccc1NCCCCNS(=O)(=O)c1ccc2ccccc2c1
    -12 | 2% | 20% | u | 0.4% | -5% | i | u | -22%
Cn1c(N)c(-c2nc3cccnc3n2C)sc1=S
    -0.6 | -5% | 11% | u | 17% | 1% | i | 17% | -2%
Cc1ccc(S(=O)(=O)N2CCC(C(=O)Nc3ccccc3N3CCCC3)CC2)cc1
    -0.6 | 6% | 24% | -18% | -0.2% | 2% | i | -9% | u
CCN(C(=O)c1cc2c(=O)[nH]c3ccc(C)cc3c2s1)c1ccc(OC)cc1
    -4.3 | 9% | -10% | -21% | -0.4% | 0% | i | 5% | 17%
COc1ccc(-n2ccn(CC(=O)Nc3ccc(C)cc3C)c(=O)c2=O)cc1
    x | -14% | 5% | -16% | -0.6% | x | x | 3% | -9%
Cc1cccc(C)c1NC(=O)CN
    0.1 | 1% | -3% | 4% | -0.2% | -1% | i | 0% | -3%
O=C(COc1ccccc1)NCC(c1ccco1)N1CCCCC1 (stereo unspecified)
    0.0 | -7% | -2% | -3% | 13% | 0% | i | 0% | 6%
O=C(CSc1ncc(CO)n1Cc1ccccc1)Nc1nc2ccccc2s1
    x | -25% | -11% | x | 2.9% | x | x | -3% | -11%
COC(=O)c1ccc(CN2C(=O)NC(Cc3c[nH]c4ccccc34)C2=O)cc1 (stereo unspecified)
    2.6 | -20% | -24% | 1% | 2.6% | 0% | i | 3% | -3%
O=C(COC(=O)CNC(=O)C1CCCCC1)Nc1ccc(Br)cc1Br
    1.5 | 2% | 15% | 4% | 0.3% | 2% | i | 2% | 5%
Cc1cc(C)cc(OCC(=O)Nc2ccccc2N2CCCCC2)c1
    0.5 | 1% | 30% | 10% | -0.6% | -1% | i | 8% | 5%
CC(C)CC(=O)N1CCC(O)(CS(=O)(=O)Cc2ccccc2)CC1
    -0.6 | -2% | 17% | u | -0.6% | 1% | i | 20% | 9%
CCOC(=O)c1ccc2c(c1)n(CCCS(=O)(=O)[O-])c(/C=C/c1ccc(Cl)cc1)[n+]2CC
    -4.0 | -1% | -4% | 7% | -0.2% | 0% | i | 0% | -21%
COc1ccc(Cl)cc1NC(=O)CN(C)C(=O)Cc1ccc(-c2ccccc2)cc1
    -0.7 | -11% | 5% | 15% | -1.0% | -4% | i | 8% | -21%
CCOC(=O)c1ccc(NC(=O)CSc2nnc3c4ccccc4n(CC)c3n2)cc1
    x | 2% | -7% | 5% | -0.4% | x | x | -3% | -10%
Cc1ccc(S(=O)(=O)Nc2nc(C)c(NC(=O)OCCCl)s2)cc1
    -1.6 | 0% | 6% | -7% | -0.6% | 2% | i | 3% | 13%
CC(C)(Oc1ccc(F)cc1)C(=O)OCC(=O)c1ccc(S(C)(=O)=O)cc1
    -3.1 | 0% | 7% | 4% | 0.2% | 1% | i | 1% | -9%
COc1ccc(CNC(=O)Nc2ccc(C)cc2C)cc1
    -0.5 | -9% | -1% | 0% | 0.0% | 1% | i | -25% | 0%
COc1ccc(NC(=O)C(Cc2ccccc2)n2cccc2)cc1 (stereo unspecified)
    -5.0 | -46% | -3% | 8% | -0.4% | 0% | i | 10% | u
CN(Cc1nc2ccccc2c(=O)[nH]1)Cc1nc2ccsc2c(=O)[nH]1
    -1.5 | -23% | -9% | u | 2.6% | 1% | i | 0% | -24%
COC(=O)[C@]1(CC(C)C)N[C@H](c2ccc(-c3ccccc3)cc2)[C@@H]2C(=O)N(C)C(=O)[C@@H]21
    0.2 | -11% | -13% | -14% | -0.9% | 0% | i | u | -6%
Cn1c(=O)[nH]c(=O)c2c1nc(CN1CCN(c3ccccc3F)CC1)n2CCCc1ccccc1
    -0.9 | 1% | 15% | -14% | 0.1% | -1% | i | 4% | -1%
COCCn1c(SCC(=O)c2ccc(F)cc2)nc2cc(C(=O)NC3CCCC3)ccc2c1=O
    x | -8% | -8% | u | 0.6% | x | x | 7% | -2%
COC(=O)Cc1ccc(OC2(C)CCN(Cc3ccc(-c4ccccn4)cc3)C2)cc1 (stereo unspecified)
    0.4 | -21% | 1% | x | 0.3%[9.22 µM] | x | i | x | -10%
CCc1ccc(N2CC(C(=O)NCC(C)(C)N3CCOCC3)CC2=O)cc1 (stereo unspecified)
    -1.2 | 17% | -6% | 6% | 0.6% | -1% | i | 3% | 20%
Cc1cc(OCc2cc(C(=O)N(C)CC3CCOCC3)no2)cc(C)c1Cl
    -3.7 | -6% | u | u | 2.4% | -2% | i | -8% | -1%
O=C(Cn1cncn1)N/N=C/c1cccc(Cl)c1
    1.4 | 2% | -7% | 19% | 0.2% | -2% | i | 4% | 14%
Oc1ccc(-c2csc(Nc3cccnc3)n2)cc1
    -3.2 | -3% | -14% | x | 6.4% | 1% | i | 5% | 13%
CCN(CC(=O)NC1CCS(=O)(=O)C1)S(=O)(=O)c1ccc(Cl)c(C(F)(F)F)c1 (stereo unspecified)
    -2.6 | 0% | -12% | -8% | 0.1% | 0% | i | -3% | 18%
Cc1cc(C)n2nc(C(=O)OCC(=O)NNC(=O)c3ccccc3)nc2n1
    -2.9 | 8% | -4% | 5% | -0.5% | 1% | i | 1% | -4%
COC(=O)c1ccc2[nH]c3c(c2c1)CC(C)CC3 (stereo unspecified)
    -0.4 | -31% | u | 15% | 12% | -2% | i | 1% | -26%
CCN(CC)S(=O)(=O)c1ccc(N2CCOCC2)c(NC(=O)COc2ccccc2)c1
    -1.6 | -3% | -15% | 0% | -0.8% | u | i | -1% | 1%
CC(C)NC(=O)CC(=O)N/N=C\c1ccccc1C(=O)O
    -3.5 | 4% | -3% | 14% | -0.5% | -1% | i | 3% | -20%
CCOc1cc(C(c2c(C)[nH][nH]c2=O)c2c(C)[nH][nH]c2=O)cc([N+](=O)[O-])c1O
    0.0 | 5% | -4% | -17% | 5.4% | 3% | i | u | 0%
COc1cc(S(=O)(=O)N2CCN(C(=O)c3ccco3)CC2)c(OC)cc1C
    -0.4 | 34% | 9% | -1% | -0.3% | 1% | i | 4% | 18%
C=CCNC(=S)Nc1c(N)n(C)c(=O)n(C)c1=O
    -2.1 | -42% | -20% | 10% | 0.2% | 1% | i | 3% | 3%
Cc1cccc(NC(=O)CSc2ncnc3c2oc2ccccc23)c1
    -2.0 | -12% | -19% | u | 0.4% | -3% | i | 0% | -8%
O=C(Nc1ccccc1)c1csc(-c2ccccc2)n1
    -2.7 | -2% | -34%[inhibitor] | u | 10.0% | -4% | i | -2% | -28%
O=C(CSc1ncn[nH]1)Nc1ccc([N+](=O)[O-])cc1Br
    1.6 | -3% | -17% | u | -0.1% | -1% | i | 11% | -14%
O=C(CN(c1ccc(Cl)cc1)S(=O)(=O)c1ccccc1)N1CCN(c2ccccc2)CC1
    2.4 | 8% | u | u | -0.5% | 1% | x | -22% | -15%
Cc1ccc(C)c(S(=O)(=O)c2cn(C)c3cc(N4CCCCC4C)c(F)cc3c2=O)c1 (stereo unspecified)
    x | 5% | -10% | -15% | 0.4% | x | x | -4% | 1%

# Assay outcomes as filed in PubChem BioAssay.
